# Screening results: PubChem BioAssay, several laboratories
# RPL19A TOR yeast = modulators of TOR pathway RPL19A-GFP in S. cerevisiae. S. cerevisiae RPL19A-GFP strain, flow cytometry, 3 h; stronger effect = lower value. AID 2025. hit rate 0.3% among 330,000. percent response vs DMSO, % at 10 µM;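 active means percent response vs DMSO below 50%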;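 further: median channel GFP fluorescence of the barcoded RPL19A-GFP strain; ratio of sample median GFP to plate DMSO average so 100% = DMSO; lower means less RPL19A-GFP as with rapamycin TOR inhibition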
# Yeast superoxide = lowers age-related superoxide in aged yeast cells; S. cerevisiae aged cells, superoxide DHE fluorescence; stronger effect = lower value; superoxide response (% of plate mean), % at 10 µM; hit rate 0.18% among 330,000;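 active means superoxide response under a set limit, about three screen SD below normal, cut at about 65% in these data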;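 further: yeast aged for seven days with compound at 30 °C before DHE staining; 100% = average MFI of all compound-treated wells on the plate with controls excluded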
# MEP2 TOR yeast = alters MEP2-GFP fluorescence in TOR pathway yeast screen | AID 2016 | GFP response vs DMSO, % at 10 µM | S. cerevisiae MEP2-GFP strain, flow cytometry GFP, 3 h; 100% = DMSO control level | hit rate 0.51% among 330,000;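 active means GFP response versus DMSO above a set limit, roughly screen mean plus 3 SD, cut at about 180% in these data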;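 further: median GFP fluorescence of the barcode-gated MEP2-GFP cells per well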
# AGP1-GFP MLPCN = modulators of TOR pathway AGP1-GFP in S. cerevisiae; hit rate 0.02% among 320,000; S. cerevisiae AGP1-GFP multiplex flow cytometry, 3 h; GFP as percent of DMSO wells; GFP response vs DMSO, % at 10 µM;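 active means GFP response relative to DMSO above a set limit, near screen average plus 3 SD, cut at about 150% in these data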;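 further: median GFP channel fluorescence of the gated AGP1 strain per well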
# LAP4-GFP MLPCN = modulators of TOR pathway LAP4-GFP in S. cerevisiae; S. cerevisiae LAP4-GFP multiplex, flow cytometry GFP, 3 h; median GFP as percent of DMSO wells; GFP response vs DMSO, % at 10 µM; hit rate 0.34% among 320,000;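 active means GFP response vs DMSO above a set limit, about the screen mean plus 3 SD, cut at about 150% in these data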
# Efflux pump mplx = antifungal efflux pump inhibition, Nile Red retention. AID 485275. S. cerevisiae Candida pump triplex. hit rate 0.44% among 330,000. inhibition, % at 10 µM;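 active means plate passing quality check with inhibition over a set limit, or well fluorescence over plate mean plus 4 SD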;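 further: Nile Red retained in pooled yeast measured as flow cytometry median fluorescence; 0% = buffer negative control and 100% = Enniatin B positive control; higher means more Nile Red kept so more efflux inhibition; some compounds called inactive have numbers as strong as hits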
# CIT2-GFP yeast = modulators of TOR pathway CIT2-GFP in S. cerevisiae. S. cerevisiae CIT2-GFP strain, flow cytometry, 3 h; 100 means same as DMSO wells. GFP response vs DMSO, % at 10 µM. hit rate 0.065% among 320,000;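 active means GFP response relative to DMSO above a set limit, near the screen mean plus 3 SD, cut at about 150% in these data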;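 further: ratio of well median GFP fluorescence to mean of DMSO wells on the plate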
# AHR act = human AHR activation | activation, % at 5 µM | P35869 | hit rate 2.5% among 320,000 | AHR-responsive luciferase reporter cells, luminescence | AID 2796; in the data active means activation above about 47%;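 further: 0% = vehicle wells and 100% = reference agonist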
# Target sequence (P35869 whole entry, looked up): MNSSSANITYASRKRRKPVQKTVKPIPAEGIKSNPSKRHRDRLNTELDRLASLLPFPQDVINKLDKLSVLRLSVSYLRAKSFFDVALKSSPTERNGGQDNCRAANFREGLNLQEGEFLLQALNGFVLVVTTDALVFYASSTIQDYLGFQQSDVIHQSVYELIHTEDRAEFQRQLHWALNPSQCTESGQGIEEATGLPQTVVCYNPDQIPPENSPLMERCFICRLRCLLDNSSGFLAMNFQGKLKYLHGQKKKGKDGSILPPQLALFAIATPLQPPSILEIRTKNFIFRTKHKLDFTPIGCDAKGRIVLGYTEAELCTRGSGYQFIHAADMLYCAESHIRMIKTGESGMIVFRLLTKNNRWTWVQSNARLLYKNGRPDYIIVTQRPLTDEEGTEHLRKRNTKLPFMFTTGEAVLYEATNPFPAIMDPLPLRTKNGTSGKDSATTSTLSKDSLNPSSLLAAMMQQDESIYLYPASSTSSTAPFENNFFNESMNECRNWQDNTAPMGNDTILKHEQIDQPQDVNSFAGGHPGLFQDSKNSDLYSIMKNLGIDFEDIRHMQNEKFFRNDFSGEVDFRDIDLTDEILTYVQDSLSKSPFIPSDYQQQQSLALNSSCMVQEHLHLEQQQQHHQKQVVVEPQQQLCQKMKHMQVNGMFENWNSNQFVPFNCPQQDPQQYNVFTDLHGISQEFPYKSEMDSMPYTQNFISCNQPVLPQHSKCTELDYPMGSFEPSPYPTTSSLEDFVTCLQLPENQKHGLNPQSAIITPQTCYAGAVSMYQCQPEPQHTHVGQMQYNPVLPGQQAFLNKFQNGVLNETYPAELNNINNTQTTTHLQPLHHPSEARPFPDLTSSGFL
# An asterisk follows results filed as active; . = not tested or not shown; [ ] = dose if it differs, or a comment.
SMILES,RPL19A TOR yeast,Yeast superoxide,MEP2 TOR yeast,AGP1-GFP MLPCN,LAP4-GFP MLPCN,Efflux pump mplx,CIT2-GFP yeast,AHR act
COc1cccc(CNn2cnnc2)c1OCc1ccc(F)cc1,99,117,101,100,96,0.0,99,8
CC1CCN(C(=O)CN(c2ccc3c(c2)OCO3)S(C)(=O)=O)CC1,97,87,102,101,93,0.1,94,3
Fc1cccc(F)c1/C=N/NC(=S)Nc1cccnc1,93,102,96,100,103,-0.1,94,43
NC(=O)C(c1ccc(Cl)cc1Cl)c1ncc(C(F)(F)F)cc1Cl (stereo not drawn),97,115,102,97,94,0.2,92,3
O=C(CSc1nccc(=O)[nH]1)NCc1ccc2c(c1)OCO2,100[may fluoresce green],101,100[may fluoresce green],105[may fluoresce green],95[may fluoresce green],1.2,102[may fluoresce green],-4
Cc1ccc(CS(=O)(=O)CCC(=O)NCc2ccc3c(c2)OCO3)cc1,102,108,100,100,104,0.1,100,-1
CSC(=NNC(=O)c1ccccc1O)SC,107,105,110,106,110,0.2,105,15
Cc1ccccc1Nc1nc(N)nc(CSc2nc3ccccc3c(=O)n2CCCO)n1,101,94,100,106,101,0.1,104,6
CCc1cc2c(N3CCN(c4nnc(CC)s4)CC3)ncnc2s1,101,108,111,87,106,-0.1,103,-3
C=CCOc1ccc(/C=C(\C#N)C(=O)Nc2ccccn2)cc1,97,67,95,94,95,-0.1,92,0
COc1ccc(C2=NCCn3nc4cc(C(F)(F)F)ccc4c32)cc1,97,98,89,.,123,0.0,88,80*
CCS(=O)(=O)N1CCCC(C(=O)c2ccc(OC)cc2C)C1 (stereo not drawn),101,103,98,104,95,-0.1,102,-1
COC(=O)c1nc(N)sc1-c1ccc(Cl)cc1,96,92,103,98,106,-0.1,101,3
O=C(O)c1cccc(S(=O)(=O)Nc2ccc3c(c2)OCO3)c1,101,83,104,104,101,-0.1,108,3
O=C(NCc1ccco1)/C(=C/c1cccc([N+](=O)[O-])c1)NC(=O)c1ccco1,103,103,97,98,95,0.0,108,0
O=C(CSc1nnc(CNC(=O)c2ccccc2)o1)NCc1ccc(F)cc1,96,92,91,99,96,0.1,97,6
O=S(=O)(c1ccccc1)c1cccc(S(=O)(=O)N2CCCCC2)c1,104,86,103,104,96,0.0,108,-5
CCCN(C(=O)CSCc1ccc(Cl)cc1)c1c(N)n(Cc2ccccc2)c(=O)[nH]c1=O,100,98,96,108,108,0.2,93,1
COC(=O)C(NC(C)=O)(Nc1ccc(C)cn1)C(F)(F)F (stereo not drawn),98,105,92,103,97,0.1,93,-2
Cc1cc(=O)n2c(n1)NC(Nc1cccc(C)c1C)=NC2c1ccccc1 (stereo not drawn),100,101,96,110,104,0.0,95,0

# An excerpt from above, showing only Efflux pump mplx, LAP4-GFP MLPCN and Yeast superoxide:
SMILES	Efflux pump mplx	LAP4-GFP MLPCN	Yeast superoxide
O=C(CSc1nnc(CNC(=O)c2ccccc2)o1)NCc1ccc(F)cc1	0.1	96	92
O=S(=O)(c1ccccc1)c1cccc(S(=O)(=O)N2CCCCC2)c1	0.0	96	86
CCCN(C(=O)CSCc1ccc(Cl)cc1)c1c(N)n(Cc2ccccc2)c(=O)[nH]c1=O	0.2	108	98
COC(=O)C(NC(C)=O)(Nc1ccc(C)cn1)C(F)(F)F (stereo not drawn)	0.1	97	105

# Additional structures follow:
SMILES,RPL19A TOR yeast,Yeast superoxide,MEP2 TOR yeast,AGP1-GFP MLPCN,LAP4-GFP MLPCN,Efflux pump mplx,CIT2-GFP yeast,AHR act
O=C(NC(Cc1c[nH]c2ccccc12)C(=O)N/N=C/c1ccc(Cl)cc1)c1cccs1 (stereo not drawn),105,99,103,108,100,-0.3,.,25
CC(O)c1n(C)c(Cl)c[n+]1C (stereo not drawn),101,99,98,102,97,0.1,99,1
CC(C(=O)NN)c1ccc([N+](=O)[O-])cc1 (stereo not drawn),94,106,97,102,104,-0.1,97,6
COC(=O)c1cc(Br)c(=O)n(Cc2ccc(C(=O)O)cc2)c1,87,121,92,84,87,0.1,86,1
CSc1ccc(CN(C)CC(=O)Nc2ccccc2C(=O)NC2CC2)cc1,97,90,98,104,104,0.1,94,4
CCOC(=O)c1ccc(NC(=O)CSc2nc(=O)n3cccc(C)c3n2)cc1,93,106,97,103,106,0.2,88,-3
COCc1cc(C)nc2sc(C(=O)N3CCN(c4ccccc4)CC3)c(N)c12,98,100,108,95,99,0.4,99,47
CCn1cc(S(=O)(=O)Nc2nc3ccc(OC)cc3s2)cn1,105,113,104,102,101,-0.1,102,-2
Cc1ccc(C(=O)Nc2ccc3ccccc3c2)cc1,103,94,100,101,89,0.0,104,-4
CN(C)CCNC(=O)Cc1ccc([N+](=O)[O-])cc1,109,102,103,105,95,0.0,103,3
c1cncc(-c2nc(NCC3COc4ccccc4O3)c3ccccc3n2)c1 (stereo not drawn),92,105,100,101,98,0.0,88,12
Cc1ccc2nc3c(c(Nc4ccc5c(c4)OCCO5)c2c1)CCC3,104,89,105,102,95,0.2,100,24
Cc1cc(C)c(S(=O)(=O)N(C)CC(=O)NCc2ccncc2)c(C)c1,104,95,97,104,111,-0.2,108,1
CC(=O)Nc1ccc(NC(=O)C(C)OC(=O)COc2ccc(Nc3ccccc3)cc2)cc1 (stereo not drawn),96,112,95,96,103,-0.1,91,1
Cc1cc(N2CCN(c3nnnn3-c3ccccc3)CC2)n2ncnc2n1,103,94,102,100,101,0.0,96,-2
COC(=O)[C@]1(C)N[C@H](c2ccc(-c3ccc(Cl)c(Cl)c3)cc2)[C@@H]2C(=O)N(C)C(=O)[C@@H]21,103,98,102,90,129,0.1,95,-2
Cc1cc(NC(=O)c2cccc(COc3ccc(Br)cc3)c2)no1,105,101,107,103,95,-0.3,107,-13
NS(=O)(=O)c1ccc(CNC(=O)C2CCCN2C(=O)c2cccs2)cc1 (stereo not drawn),105,105,106,99,91,0.1,105,-1
NC(=O)CC(NC(=O)Cc1cccc2ccccc12)c1ccc(N2CCC(Br)CC2)c([N+](=O)[O-])c1 (stereo not drawn),98,102,102,88,104,0.0,75,2
c1ccc(-c2noc(C3CCCCC3)n2)nc1,104,95,105,111,98,-0.1,95,-3
CN1CCN(c2ccccc2NC(=O)C(Cc2ccccc2)n2cccc2)CC1 (stereo not drawn),103,101,96,102,86,-0.1,115,5
Cc1ccc(-n2ccc(=O)c(C(=O)Nc3ccc(S(=O)(=O)N4CCOCC4)cc3)n2)cc1,100,170,101,106,105,-0.4,107,-1
CNC(=S)N(CCCn1ccnc1)Cc1c(F)cccc1Cl,101,112,102,105,97,0.2,107,11
CCN(CC)CCNc1nc2nonc2nc1NCCN(CC)CC,100,102,98,104,104,0.0,101,1
O=C(NCC(c1ccco1)N1CCCC1)c1cc(S(=O)(=O)N2CCCCC2)ccc1Cl (stereo not drawn),102,106,101,109,103,0.0,103,-1
O=C(CC12CC3CC(CC(C3)C1)C2)Nc1ccc2c(c1)COC2=O,101,91,99,99,89,0.0,105,1
CC1CC(C)CN(C(=O)c2ccc3ncsc3c2)C1 (stereo not drawn),91,112,96,95,91,-0.1,87,-2
CN(CCc1ccccn1)C1CCCN(S(=O)(=O)c2ccccc2Cl)C1 (stereo not drawn),106,122,106,103,100,0.1,103,3
O=C(c1ccco1)N1CCN(C(=O)c2cnn3c2NC(c2cccs2)CC3C(F)(F)F)CC1 (stereo not drawn),97,107,100,102,99,0.2,102,-2
CCN(CC(=O)Nc1ccc2c(c1)OCCO2)C(=O)/C=C/c1ccc([N+](=O)[O-])cc1,98,101,98,103,113,0.1,93,-2
Cc1ccc(S(=O)(=O)N2CCOCC2)cc1C(=O)N1CCc2ccccc21,96,103,96,95,89,-0.1,101,12
O=C(Nc1cccc(S(=O)(=O)N2CCCCC2)c1)c1ccc(N2CCCC2=O)cc1,100,103,102,107,96,-0.2,100,0
COc1nn(CC(=O)N2N=C(C(F)F)CC2(O)C(F)F)cc1[N+](=O)[O-] (stereo not drawn),97,89,98,101,99,0.0,95,1
COc1ccc(NC(=O)C2=CC(c3ccco3)=NS(=O)(=O)N2C)cc1,97,100,99,99,100,-0.2,101,-1
O=C(CN1C(=O)NC2(CCCCCC2)C1=O)c1ccc(Cl)s1,105,105,114,110,108,0.0,104,5
CC1CCN(S(=O)(=O)c2ccc(C(=O)Nc3ccccc3-c3nc4ccccc4[nH]3)cc2)CC1,101,104,103,100,90,0.8,98,-4
C=CCNc1sc(C(=O)C2CC2)c(N)c1C#N,111,97,105,.,118,-0.1,114,13
COc1ccc(/C=N/NC(=O)c2ccn[nH]2)cc1COc1ccc(Cl)cc1Cl,105,120,87,68,97,0.1,66,5
Cc1csc(SCC(=O)c2c(N)n(CC(C)C)c(=O)n(C)c2=O)n1,109,72,102,109,99,-0.1,.,0
O=C1CN(C(=O)CNC(=O)c2ccccc2Cl)c2ccccc2N1,96,106,105,97,96,-0.2,104,7

# Single records, from the list above. Order of screens: RPL19A TOR yeast | Yeast superoxide | MEP2 TOR yeast | AGP1-GFP MLPCN | LAP4-GFP MLPCN | Efflux pump mplx | CIT2-GFP yeast | AHR act
# NC(=O)C(c1ccc(Cl)cc1Cl)c1ncc(C(F)(F)F)cc1Cl (stereo not drawn) in the list: 97 | 115 | 102 | 97 | 94 | 0.2 | 92 | 3
# CCc1cc2c(N3CCN(c4nnc(CC)s4)CC3)ncnc2s1 in the list: 101 | 108 | 111 | 87 | 106 | -0.1 | 103 | -3
# CCCN(C(=O)CSCc1ccc(Cl)cc1)c1c(N)n(Cc2ccccc2)c(=O)[nH]c1=O in the list: 100 | 98 | 96 | 108 | 108 | 0.2 | 93 | 1
# CN(C)CCNC(=O)Cc1ccc([N+](=O)[O-])cc1 in the list: 109 | 102 | 103 | 105 | 95 | 0.0 | 103 | 3

# Later entries.
SMILES,RPL19A TOR yeast,Yeast superoxide,MEP2 TOR yeast,AGP1-GFP MLPCN,LAP4-GFP MLPCN,Efflux pump mplx,CIT2-GFP yeast,AHR act
CC(=O)Nc1ccccc1-c1nc2ccccc2nc1OCC(=O)c1ccc(Br)cc1,98,113,99,101,100,0.2,101,-3
CC(NC(=O)Cc1ccc(S(=O)(=O)N2CCCCC2)cc1)c1ccccc1 (stereo not drawn),98,102,94,99,95,0.3,92,0
Cc1cc(C)cc(NC(=O)c2ccc(CN3CCc4ccccc4C3)cc2)c1,99,102,100,99,84,0.1,100,2
COc1ccc(-c2cn3cccnc3n2)cc1NC(=O)C1CC1,105,97,106,101,105,-0.2,105,45
COc1cc(S(=O)(=O)N2CCCC2)c(C)cc1C,92,110,100,89,119,0.5,78,1
O=C(COc1ccccc1)NCc1n[nH]c(=S)n1-c1ccccc1,95,103,98,88,83,0.3,92,6
COCCn1c(SCC(=O)Nc2ccc3[nH]c(=O)[nH]c3c2)nc2ccccc2c1=O,100,110,104,98,93,0.3,96,4
CC(=O)c1ccc(N2CCN(CC(=O)NCc3ccccc3)CC2)cc1,105,109,108,102,94,-0.2,108,2
